# LGR2 inh: Drosophila LGR2 receptor signaling inhibition; HEK293 LGR2, CRE-luciferase, bursicon-stimulated, 4 h; inhibition, % at 9.99 µM; 0.35% of 380,000 active; AID 720647;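 active = drop in luminescence signal, shown as inhibition above about 50% in the replicate tests, limit read from the data, passing the limit was not always enough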;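 also: agonist challenge used bursicon conditioned medium at about half maximal strength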
# PGC1a acetyl inh: PGC1a acetylation modulation, inhibitor mode. inhibition, % at 15.6 µM. U2OS PGC1a acetylation, AlphaScreen anti-acetyl-lysine; with virally co-expressed GCN5 acetyltransferase. 0.17% of 350,000 active;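 active = every replicate shows inhibition of at least 40%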;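 also: 0% = neutral control wells and 100% = positive control wells; some results beyond the cut were filed as inactive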
# PAX8 inh HTS: lowers PAX8-driven luciferase in RMG-I cells | 1.2% of 360,000 active | RMG-I TPO-luciferase reporter, SteadyGlo, 24 h | inhibition, % at 12.6 µM;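 active = mean replicate inhibition at least 60% with every replicate also reaching 60%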;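 also: luciferase light reporting Pax8 driven TPO promoter activity; plate controls were median of neutral control wells for no effect and mitoxantrone controls for full effect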
# Statin myotox sup: suppression of simvastatin myotoxicity; C2C12 myotubes + simvastatin, ATP luminescence, 48 h; scaled: DMSO 0, geranylgeraniol control 100; rescue of ATP level, % at 7.49 µM; 0.78% of 330,000 active; AID 602340;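 active = mean ATP rescue above about 67%, or every replicate alone reaching that limit, limit read from the data, passing the limit was not always enough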;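 also: myotubes were challenged with 10 µM simvastatin during compound exposure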
# Cneo AK release: Cryptococcus neoformans lysis via adenylate kinase release; C. neoformans lysis, adenylate kinase release luminescence, 4 h; normalised: neutral wells 0, clomiphene wells 100; lysis activity, % at 15 µM; 0.2% of 360,000 active; AID 651654;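 active = mean lysis activity across replicates of at least 80%, whatever share of replicates individually reach that level; inactive = mean lysis activity below 80%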
#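 Assay system: Cryptococcus neoformans yeast cells / Dosing: single-point compound dose / Timing: 4 h at 37 °C static, read 1 h later / Measured by: luminescence of released adenylate kinase using an AK detection reagent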
# GSIS activator: GLuc luminescence reporter in INS-1E cells, primary screen for activators of glucose-dependent secretion of insulin; activation, % at 16.6 µM; AID 743287; 0.61% of 370,000 active; INS-1E GLuc reporter insulin secretion, 2-3 h;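 active = lowest replicate activation of at least 40%, so every replicate reaches that level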;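 also: 0% = median of neutral control wells and 100% = median of IBMX positive control wells; some compounds called inactive have numbers as strong as hits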
# PglD inh: blocks C. jejuni PglD acetyltransferase activity; purified PglD enzyme, DTNB colorimetric CoA detection; inhibition, % at 12.5 µM; 0.098% of 360,000 active; in the data active = inhibition above about 16%, passing the limit was not always enough; also: strong numbers were not always called active
# ARNT-TACC3 inh: disruptors of human ARNT/TACC3 interaction | 0.66% of 390,000 active | Q9Y6A5 | inhibition, % at 9.99 µM | AID 623870 | AlphaScreen His-ARNT PAS-B/GST-TACC3 binding, luminescence; TACC3 fragment carries E629A point mutation;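 active = mean inhibition of replicates at least 50% and at least half of replicates each reaching 50%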;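 also: 0% = complete ARNT plus TACC3 wells and 100% = ARNT alone without TACC3; many hits fall short of the cut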
# Numbers without * were called inactive; . = no result given; & = joins results of further samples.
SMILES,LGR2 inh,PGC1a acetyl inh,PAX8 inh HTS,Statin myotox sup,Cneo AK release,GSIS activator,PglD inh,ARNT-TACC3 inh
C[C@@H]1CCCCO[C@H](CN(C)C(=O)Cc2ccccc2)[C@H](C)CN([C@H](C)CO)C(=O)c2cc(NS(C)(=O)=O)ccc2O1,6.6,2.9,9.2,-18.9,1.6,0.7,2.5,-2.3
Nc1cc(=O)[nH]c(SCC(=O)Nc2cc(Cl)ccc2Cl)n1,-13.4,-2.3,-0.4,5.5,-4.0,11.9,-3.0,-3.9
COc1ccccc1NC(=O)CN1CCN(CC(=O)Nc2cc(C)ccc2OC)CC1,-1.8,30.4,7.9,-0.3,4.0,8.5,11.3,-5.2
O=C(Nc1ccc(Cc2ccncc2)cc1)c1ccc(S(=O)(=O)N2CCCC2)cc1,38.1,-8.4,14.7,.,.,-9.8,.,.
CCCS(=O)(=O)N1CCN(S(=O)(=O)c2ccc(F)cc2)CC1,.,-3.0,-1.0,-1.9,-0.1,.,3.7,-1.0
[O-][n+]1ccccc1/C=C/c1ccccc1,-1.9,11.9,-8.1,.,.,5.3,.,-3.6
Cc1cccc(C(=O)Oc2ccc3ccc(O)cc3c2)c1,-1.1,.,-24.4,0.4,-4.8,2.4,2.7,0.5
COC(=O)[C@H](Cc1ccccc1)NC(=O)Cn1cnc2c(OCc3ccccc3)ncnc21,10.5,.,7.2,-6.1,-1.4,-7.1,-0.7,38.1
COc1ccccc1-c1cnc2c(c1)C(=O)N([C@H](C)CO)C[C@H](C)[C@H](CN(C)Cc1ccccc1)O2,-7.1,-3.6,10.3,12.7,-1.3,1.3,2.0,-9.0
C#CCOCCOCCOCCNc1nc(N2CCOCC2)nc(N2CCN(C(=O)[C@H](CCCCN)n3cc(CN)nn3)CC2)n1,-14.7,.,41.8,4.3,12.3,20.7,-9.3,10.6
O=C(CSc1cccc[n+]1[O-])c1cc2ccccc2o1,.,3.7,.,-4.6,-0.5,.,3.9,27.4
C[C@H](CO)N1C[C@H](C)[C@@H](CN(C)C(=O)CN(C)C)Oc2cc(C#CCN(C)C)ccc2S1(=O)=O,-6.6,3.5,9.2,7.8,2.1,17.1,0.4,-3.5
COc1ccc(C2=NN(Cc3c(F)cccc3Cl)C(=O)CC2)cc1,-3.4,-9.3,5.7,.,.,8.8,.,5.4
COc1ccc(C(=O)C2CCCN(Cc3cnc(N4CCOCC4)s3)C2)c(OC)c1 (stereo unspecified),17.2,-1.3,30.5,.,.,-4.9,.,30.9
CN(Cc1nccn1C)C(=O)C1CCC(=O)N(Cc2cccc(C(F)(F)F)c2)C1 (stereo unspecified),-2.0,3.1,-1.1,2.9,0.3,13.6,-2.8,0.4

# (next part)
SMILES,LGR2 inh,PGC1a acetyl inh,PAX8 inh HTS,Statin myotox sup,Cneo AK release,GSIS activator,PglD inh,ARNT-TACC3 inh
CCOC(=O)c1cnc(SC)nc1NCCOC,-4.3,.,-11.1,.,.,20.4,.,-1.0
C[C@@H]1CN([C@@H](C)CO)C(=O)c2cc(NC(=O)Nc3cccc4ccccc34)ccc2O[C@H]1CN(C)C,3.0,7.3,-0.5,3.1,37.4,40.3,-2.8,-12.8
C=CCn1cnc2scc(-c3ccc(CC)cc3)c2c1=O,.,-4.1,.,-18.9,3.4,.,-2.6,-3.3
Cc1ccc2nc(-c3ccc(N4C(=O)CC(N5CCN(CCO)CC5)C4=O)cc3)sc2c1 (stereo unspecified),-4.3,.,-40.8,.,.,-1.9,.,1.1
O=C(NCc1cccs1)C(Cc1ccccc1)NS(=O)(=O)c1cccs1 (stereo unspecified),.,12.9,.,-4.8,-3.5,.,-4.1,-5.2
CC(NS(=O)(=O)c1cn(C)c(=O)n(C)c1=O)c1ccccc1 (stereo unspecified),13.5,4.2,2.6,.,-0.3,22.3,-6.2,2.0
COc1ccc2c3c([nH]c2c1)[C@H](CO)N(C(C)=O)CC31CN(C(=O)c2ccc3c(c2)OCO3)C1,-8.6,5.4,-6.3,.,.,17.7,.,.
COc1cccc(Oc2cc(Cl)nc(N)n2)c1,-14.4,14.9,-24.9,-7.6,-1.3,28.8,1.7,3.8
Cc1ccc(S(=O)(=O)N2CCN(C(=O)CCCN3C(=O)NC4(CCCC4)C3=O)CC2)cc1C,14.7,-4.3,-5.9,-5.8,1.2,.,-1.9,18.7
COc1cccc(S(=O)(=O)N[C@H]2C=C[C@@H](CC(=O)NCc3ccc(F)cc3)O[C@@H]2CO)c1,-18.3,-0.4,6.7,4.5,-2.4,6.4,0.3,-3.4
N#Cc1ccc(-c2ccc(F)cc2)nc1Sc1ccccc1,.,.,.,-46.4,4.4,.,4.5,-3.8
Cc1ccc(S(=O)(=O)N2CCN(C(=O)c3ccco3)CC2)cc1,-12.3,7.6,-18.6,8.2,-0.9,1.2,2.1,7.1
CCOC(=O)c1c(O)c2ccccc2n(CC)c1=O,18.9,.,1.0,.,.,6.2,.,-11.2
CCN(CC)C(=O)Cn1cc(S(=O)(=O)CC(=O)Nc2ccccc2C)c2ccccc21,-0.4,9.3,13.8,.,-0.7,-4.0,0.0,-2.8
O=C(c1ccc(Cl)c(Cl)c1)c1cc(-c2ccccn2)c(N2CCOCC2)s1,.,-4.8,.,-7.7,3.8,.,-1.3,-30.5

# Remaining list, next part.
SMILES,LGR2 inh,PGC1a acetyl inh,PAX8 inh HTS,Statin myotox sup,Cneo AK release,GSIS activator,PglD inh,ARNT-TACC3 inh
CCc1ccccc1Oc1nc(NC(C)C)nc2ccsc12,-0.9,-2.7,10.8,-4.2,0.1,-27.4,5.0,.
CSc1nc(-c2ccccc2)nc(NC(=O)c2ccccc2)c1C(C)=O,-14.7,-7.8,20.6,.,.,-3.8,.,-0.8
CCCCC(=O)NC(=S)Nc1ccc(Cl)c(C(=O)O)c1,-5.5,-0.5,6.0,-0.3,-17.5,0.0,8.1,-1.8
COc1ccc(CCN(C)C2CCCN(S(=O)(=O)c3ccccc3)C2)cc1OC (stereo unspecified),8.6,-14.7,7.6,2.1,-1.0,16.4,3.7,-0.4
CCCN(C)C[C@H]1Oc2cc(-c3cccc(C#N)c3)ccc2S(=O)(=O)N([C@H](C)CO)C[C@H]1C,13.2,6.9,.,-58.9,9.3,9.5,-1.4,0.2
Cc1c2c(nc3nc4ccccc4n13)CC(C)(C)CC2=O,.,9.2,.,.,-0.2,.,-3.9,0.7
C[C@@H]1CN([C@@H](C)CO)C(=O)Cc2cc(NC(=O)CCCN(C)C)ccc2O[C@@H]1CN(C)S(=O)(=O)c1ccccc1,-23.7,7.3,-13.5,-4.9,.,11.7,1.2,.
CCC(C)(C)C1CCc2[nH]nc(C(=O)NCCN3CCOCC3)c2C1 (stereo unspecified),14.8,.,7.5,-8.4,-0.5,.,1.8,-3.8
COc1ccc(C(=O)OCC(=O)c2c(N)n(C)c(=O)n(C)c2=O)cc1OC,-9.9,11.1,0.5,.,.,2.1,.,-1.4
CCOC(=O)NNC(=O)c1[nH]c2ccc(Br)cc2c1-c1ccccc1,13.1,-7.6,15.6,-34.8,1.7,-59.8,-1.7,-1.5
O=C(COC(=O)COc1cccc2ccccc12)NCC(F)(F)F,-21.8,.,17.0,.,.,6.7,.,-8.8
CC1CC(=O)N(CC(=O)NCc2ccc(F)cc2)c2ccccc2S1(=O)=O (stereo unspecified),-2.6,13.7,-9.1,4.2,6.2,-15.8,-0.2,-0.9
COc1ccc(Cl)cc1NC(=O)COC(=O)c1c(-c2ccccc2)noc1C,-0.7,-9.1,17.6,0.1,-0.5,.,4.6,5.8
O=C(CSc1ccccc1)NCc1ccco1,.,.,.,-7.6,2.8,.,6.6,-6.1
COCc1ccc(-c2c(-c3cccc(OC)c3)sc3ccc(OC)cc23)cc1,.,.,22.5,-16.4,-1.3,.,5.2,-1.5

# Going on with the list:
SMILES,LGR2 inh,PGC1a acetyl inh,PAX8 inh HTS,Statin myotox sup,Cneo AK release,GSIS activator,PglD inh,ARNT-TACC3 inh
CC(C)/C=C(/C(=O)c1ccc(Cl)cc1Cl)n1cncn1,26.3,.,0.8,.,.,-8.1,.,-17.8
Cc1ccc(OCC(=O)N/N=C/c2cccn2C)cc1C,-19.2,-7.9,-3.2,-15.3,.,.,.,-0.2
CCOC(=O)C1=NN(C(=O)c2ccco2)C2(CC2)C1,-3.2,.,-12.0,.,.,23.2,.,-9.9
COc1ccc(NC(=O)N(C)C[C@H]2OCc3cn(nn3)CCCC(=O)N([C@H](C)CO)C[C@@H]2C)cc1,19.8,-3.1,8.5&-122.6,-10.1,-2.8,-8.4&2.3,2.7,-8.6
O=C(NCC[C@H]1CC[C@@H](NC(=O)c2ccccc2F)[C@H](CO)O1)c1cnccn1,-7.7,-0.1,-2.1,-0.5,-0.1,2.4,2.1,-9.2
CC(O)c1cc2c(cc1NC(=O)c1cnn3c1NC(c1ccco1)CC3C(F)(F)F)OCO2 (stereo unspecified),7.1,2.0,.,-1.3,4.5,7.5,.,-3.7
O=C1CSC(c2ccc(F)c(F)c2)N1c1ccccc1F (stereo unspecified),-14.2,-2.3,-6.9,26.6,2.1,8.1,-4.8,-11.9
O=C(CN1CCCCC1)Nc1cccc(Oc2ccccc2)c1,.,-8.8,-25.9,30.8,1.0,.,-4.0,-15.8
N#Cc1cc2c(nc1SCc1ccccc1)CCCC2=O,.,-8.9,.,14.8,-0.8,.,-0.6,-1.3
CN(C)c1ccc(NC(=O)CN2CCN(c3ccc(F)cc3)CC2)cc1,1.2,-1.2,16.5,-0.7,0.9,2.5,2.4,-3.9
O=C(C[C@@H]1C[C@@H]2c3cc(NS(=O)(=O)c4ccc(F)cc4)ccc3O[C@@H]2[C@@H](CO)O1)N1CCCCC1,2.3,1.4,-7.0,2.0,2.4,23.1,0.0,-7.4
Cc1cc(C)cc(NC(=O)Cn2nnc(C(=O)NCc3ccc4c(c3)OCO4)c2N)c1,0.3,2.7,7.3,-7.9,-0.1,2.4,2.0,-2.4
CCOc1ccc(S(=O)(=O)Nc2ccc(S(=O)(=O)N3CCCCC3)cc2)cc1,-9.2,.,8.2,8.5,-4.0,-16.6,-4.8,-1.4
CN(Cc1cc2ccccc2[nH]c1=O)C(=O)c1cccs1,-26.9,-1.4,13.3,-2.3,5.3,2.3,-6.5,4.9
CCOC(=O)C(NC(C)=O)(Nc1ccc(S(=O)(=O)Nc2onc(C)c2C)cc1)C(F)(F)F (stereo unspecified),.,3.6,20.5,-8.8,-0.2,.,3.4,-5.3

# Entries of single compounds, quoted from the list. Values in the order: LGR2 inh	PGC1a acetyl inh	PAX8 inh HTS	Statin myotox sup	Cneo AK release	GSIS activator	PglD inh	ARNT-TACC3 inh
# Entry for `Cc1ccc(OCC(=O)N/N=C/c2cccn2C)cc1C` : -19.2	-7.9	-3.2	-15.3	.	.	.	-0.2
# Entry for `CN(Cc1cc2ccccc2[nH]c1=O)C(=O)c1cccs1` : -26.9	-1.4	13.3	-2.3	5.3	2.3	-6.5	4.9

# New compounds follow.
SMILES,LGR2 inh,PGC1a acetyl inh,PAX8 inh HTS,Statin myotox sup,Cneo AK release,GSIS activator,PglD inh,ARNT-TACC3 inh
C[C@@H]1CN([C@@H](C)CO)C(=O)c2cc(N(C)C)ccc2O[C@H]1CN(C)Cc1ccc2c(c1)OCO2,-4.9,-0.5,-15.6,-21.8,-3.5,4.0,-0.5,0.5
Cc1noc(C)c1S(=O)(=O)Nc1ccc2c(c1)C(=O)N([C@H](C)CO)C[C@H](C)[C@H](CN(C)C(=O)NC(C)C)OCCCC[C@H](C)O2,-4.2,6.2,19.5,.,-8.2,11.3,-1.9,-5.7
CCCS(=O)(=O)N1CCN=C1SCc1cccnc1,13.6,.,-6.6,.,.,-0.3,.,-1.9
CC(C)(CNC(=O)CNC(=O)c1ccc(Cl)cc1Cl)N1CCOCC1,0.3,-1.5,-3.3,1.0,-0.9,14.2,1.6,.
O=C(COC(=O)c1cc2ccccc2cc1O)c1ccccc1,-3.2,.,-22.6,-4.6,-3.1,18.0,-0.1,-0.7
CCNCc1ccc(OCc2ccccc2F)c(OC)c1,-8.2,.,-2.9,.,.,3.2,.,-7.4
